V-ATPase pHluor: regulators of yeast V-ATPase proton pumping, primary screen, pHLuorin cytosolic pH fluorescence; actives 0.37% (n = 350,000); response, % at 10 µM; S. cerevisiae; in the data active = response mostly above about 7.3%, no sharp cut-off; inactive = mostly below about 5.4%; also: actives read high; inactives centre near 0; some compounds called inactive have numbers as strong as hits; reference of the scale not given here
NSD2 inh: NSD2 histone methyltransferase inhibitors, primary screen, biochemical, AlphaScreen, single concentration, set 2. Histone-lysine N-methyltransferase NSD2 (Homo sapiens), O96028. NSD2 peptide methylation, 120 min. inhibition, % at 12.5 µM. actives 0.54% (n = 310,000). AID 743445, 2014; in the data active = inhibition above about 50%
Target sequence (O96028 whole entry, looked up): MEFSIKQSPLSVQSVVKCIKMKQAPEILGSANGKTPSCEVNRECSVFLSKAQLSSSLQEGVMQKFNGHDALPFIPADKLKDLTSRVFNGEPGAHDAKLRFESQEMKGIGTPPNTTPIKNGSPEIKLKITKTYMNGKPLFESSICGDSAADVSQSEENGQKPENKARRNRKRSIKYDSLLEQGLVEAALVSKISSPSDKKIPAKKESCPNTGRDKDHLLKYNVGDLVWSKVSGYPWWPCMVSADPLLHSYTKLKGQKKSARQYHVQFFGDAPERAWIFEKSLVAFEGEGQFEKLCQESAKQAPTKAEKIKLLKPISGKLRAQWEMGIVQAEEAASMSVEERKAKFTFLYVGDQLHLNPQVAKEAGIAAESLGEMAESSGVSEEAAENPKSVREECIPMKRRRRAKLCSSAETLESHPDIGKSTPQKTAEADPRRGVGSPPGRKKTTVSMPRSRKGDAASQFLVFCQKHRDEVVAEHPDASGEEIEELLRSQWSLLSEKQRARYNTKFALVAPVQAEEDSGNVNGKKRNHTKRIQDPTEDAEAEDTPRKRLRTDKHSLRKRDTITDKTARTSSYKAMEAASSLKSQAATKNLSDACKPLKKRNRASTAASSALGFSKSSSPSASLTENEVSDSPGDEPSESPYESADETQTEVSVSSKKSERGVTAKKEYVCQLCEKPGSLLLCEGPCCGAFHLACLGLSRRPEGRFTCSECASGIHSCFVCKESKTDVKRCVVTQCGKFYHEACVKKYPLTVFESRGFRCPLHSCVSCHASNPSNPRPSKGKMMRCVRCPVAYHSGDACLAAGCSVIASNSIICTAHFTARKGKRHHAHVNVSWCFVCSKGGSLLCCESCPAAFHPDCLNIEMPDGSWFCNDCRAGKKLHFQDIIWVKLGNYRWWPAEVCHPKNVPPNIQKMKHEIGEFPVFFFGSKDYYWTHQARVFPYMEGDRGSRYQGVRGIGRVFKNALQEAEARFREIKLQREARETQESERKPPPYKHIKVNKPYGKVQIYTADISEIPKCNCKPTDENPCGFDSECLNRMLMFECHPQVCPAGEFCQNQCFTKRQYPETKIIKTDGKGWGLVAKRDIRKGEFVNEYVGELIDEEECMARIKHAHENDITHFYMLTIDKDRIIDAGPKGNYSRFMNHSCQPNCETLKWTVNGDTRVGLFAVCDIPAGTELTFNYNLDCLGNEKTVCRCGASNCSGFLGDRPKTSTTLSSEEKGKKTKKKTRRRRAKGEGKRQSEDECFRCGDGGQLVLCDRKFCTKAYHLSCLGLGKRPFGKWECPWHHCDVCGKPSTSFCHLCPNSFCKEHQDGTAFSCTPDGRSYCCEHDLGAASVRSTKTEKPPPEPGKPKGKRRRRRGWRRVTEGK
DSG3 Ab inh: inhibitors of pemphigus antibody binding to DSG3, primary screen, biochemical, bead-based, flow cytometry, scFv-GFP; binding (percent of control), % at 10 µM; actives 0.48% (n = 310,000); Desmoglein-3 (Homo sapiens), P32926; DSG3-coupled beads, scFv-anti-DSG3-GFP binding; hits give low values; AID 588358, 2011;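 active = binding more than 3 SD below its plate's average and above zero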;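 also: hits lower antibody fragment binding to DSG3; some compounds called inactive have numbers as strong as hits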
C-LANA FP: inhibitors of KSHV C-LANA binding to DNA, primary screen, biochemical, fluorescence polarization, FAM-LBS DNA, MBP-C-LANA, single point | Kaposi's sarcoma herpesvirus LANA C-terminal domain (residues 932-1162) DNA binding | inhibition, % at 9 µM | actives 0.078% (n = 340,000);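 active = highest replicate inhibition at or above 60% at 9 µM, even if other replicates fall short; inactive = all replicates below 60% inhibition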;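 also: 0% = neutral control wells and 100% = 4 µM acridine orange control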
Keap1-Nrf2 PPI: Keap1-Nrf2 protein-protein interaction inhibitors, primary screen, biochemical, fluorescence polarization, single point; Keap1 Kelch-Nrf2 peptide fluorescence polarization, 1536-well; inhibition, % at 9.4 µM; actives 0.15% (n = 340,000); AID 504523, 2011; in the data active = inhibition above about 12%;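 also: human Keap1 Kelch domain with fluorescein labeled Nrf2 9mer peptide probe; 0% = neutral control wells and 100% = peptide positive control; higher means more block of Keap1 binding to Nrf2 peptide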
CAL PDZ FP-1: CAL PDZ peptide-binding inhibitors, primary screen, biochemical, fluorescence polarization, Cer-tagged CAL PDZ, HTS; AID 504414, 2011; purified CAL PDZ, TMR-peptide fluorescence polarization, 1 h; Golgi-associated PDZ and coiled-coil motif-containing protein (Homo sapiens), Q9HD26; inhibition, % at 20 µM; actives 0.02% (n = 330,000);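 active = highest replicate inhibition of at least 40%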;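 also: plate controls were DMSO neutral control wells for no effect and unlabeled competitor peptide control wells for full effect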
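material = purified tagged CAL PDZ domain construct (CerCALP) | compound dosing = 20 µM, one dose | times = 1 h at RT | measured by = fluorescence polarization from S- and P-plane intensities, G-factor corrected | read-out = inhibition from polarization loss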
CAL PDZ FP-2: untagged CAL PDZ binding inhibitors, primary screen, biochemical, fluorescence polarization, HTS; inhibition, % at 24.9 µM; actives 0.92% (n = 300,000); purified CAL PDZ, TMR-peptide fluorescence polarization, 1 h; AID 602252, 2012; Golgi-associated PDZ and coiled-coil motif-containing protein (Homo sapiens), Q9HD26;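 active = mean inhibition of at least 30% with at least half of replicates also reaching 30%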;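 also: 0% = DMSO neutral control and 100% = excess unlabeled competitor peptide PRC23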
DAGLB inh: DAGLB lipase inhibitors, primary screen, biochemical, fluorescence, HTS. Diacylglycerol lipase-beta (Homo sapiens), Q8NCG7. HEK293T DAGLB membrane lysate, EnzChek fluorogenic substrate. inhibition, % at 5.17 µM. actives 0.059% (n = 340,000). AID 504411, 2011; in the data active = inhibition above about 34%;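 also: 0% = enzyme with vehicle and 100% = wells lacking enzyme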
RTF Ca sens inh: cardiac RTF calcium sensitivity inhibitors, primary screen, biochemical, IANBD-TnC fluorescence, EC70 calcium | inhibition, % at 7.15 µM | IANBD-labeled cardiac RTF, Ca2+ fluorescence | actives 0.12% (n = 340,000) | Troponin I, cardiac muscle (Homo sapiens) + Troponin T, cardiac muscle (Homo sapiens) + …;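 active = inhibition above the mean inhibition of all tested compounds plus 3 SD, cut at about 17% in these data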;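 also: assay run at fixed EC70 calcium of 1.6 mM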
Arr AP2 block: inhibitors of beta-arrestin/AP2 binding, primary screen, biochemical, GPCR trafficking, flow cytometry; FITC-arrestin peptide / GST-AP2 beads; AP2 beta2 appendage carries R879A mutation; inhibition, % at 10 µM; actives 0.31% (n = 340,000); AID 504490, 2011;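 active = inhibition above a set limit, near 3 SD of compounds lacking own fluorescence, cut at about 54% in these data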;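 also: plate controls were DMSO wells for no effect and 5 µM unlabelled arrestin peptide for full effect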
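Test system: GST-tagged AP2 beta2-adaptin appendage (R879A) on 4 µm glutathione beads; also added: fluorescein-tagged arrestin peptide at 50 nM final; timing: 12 min plus 1 h, RT; signal: flow cytometry, FL1 (488/535 nm); read-out: percent drop in bead-associated FITC signal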
Starred values were filed as active, the others as inactive; nt = not tested or not shown. This is a subset. The share of hits here may be higher or lower than overall.

V-ATPase pHluor,NSD2 inh,DSG3 Ab inh,C-LANA FP,Keap1-Nrf2 PPI,CAL PDZ FP-1,CAL PDZ FP-2,DAGLB inh,RTF Ca sens inh,Arr AP2 block,mol
3,2,101,-0.6,-5,-0.6,-1,4,-11,12,Cc1ccc2cc(CN(CC3CCCO3)C(=O)NC3CCCCC3)c(=O)[nH]c2c1C (centres undefined)
-2,-4,97,0.6,1,-0.9,10,2,-12,-6,O=C1C=CN(C(=O)Oc2ccccc2)CC1
0,1,75,0.2,1,0.1,-5,0,7,16,CCNC(=O)c1c(NC(C)=O)sc2c1CCCC2
-5,-10,116,nt,-4,-2.2,-2,-26,3,20,Cc1ccc(-c2noc(CCCc3ccccc3)n2)cc1
0,2,96,2.3,-8,-0.4,-5,-1,-9,6,N#Cc1cc(C(=O)c2cc(Br)ccc2O)cn(Cc2ccccc2)c1=O
-2,nt,109,-1.8,-4,-1.6,1,0,0,0,O=C(C1CCN(S(=O)(=O)c2cnc[nH]2)CC1)N1CCN(c2ncccn2)CC1
4,-7,101,-1.1,3,0.4,-3,3,-4,30,COc1ccccc1OCC(=O)OCn1c(SC)nnc(C)c1=O
4,-1,90,0.7,-4,-0.3,-1,-6,6,0,COc1ccc(/C=N/NC(=S)NCc2ccccc2)cc1OC
-5,1,134,0.8,-1,-2.5,-1,-2,5,24,CC(C)CCCCCCNC(=S)Nc1ccc(S(=O)(=O)N2CCOCC2)cc1
-2,-1,102,1.1,7,-0.4,1,4,-2,6,N#CC(C(=O)C1CCCCC1)c1nc2ccccc2[nH]1 (centres undefined)

Further compounds follow:
V-ATPase pHluor,NSD2 inh,DSG3 Ab inh,C-LANA FP,Keap1-Nrf2 PPI,CAL PDZ FP-1,CAL PDZ FP-2,DAGLB inh,RTF Ca sens inh,Arr AP2 block,mol
3,nt,94,-3.5,-3,-0.2,3,4,-7,18,CCC(Sc1nncn1C)C(=O)Nc1nnc(-c2ccc(Cl)cc2)s1 (centres undefined)
4,2,nt,1.2,-2,-0.9,-8,1,-8,3,COc1ccc(CCNC(=O)CCC(=O)Nc2nnc(C(C)C)s2)cc1OC
-2,-3,117,1.1,1,-1.3,nt,-2,0,-8,ON(CCc1ccncc1)Cc1ccccc1
14,24,99,0.8,-2,-3.4,-2,-1,1,1,C=CCNCCOc1ccccc1-c1ccccc1
-2,-3,121,0.2,-6,-1.4,-3,-2,-3,-4,Cc1ccc(C(=O)N2CCN(c3ccc(NC(=S)NC(=O)c4cccs4)cc3)CC2)cc1
-9,-1,96,2.5,-4,-2.6,-1,1,-2,-3,Cc1ccc(/C=N/n2cc(-c3ccccc3)[nH]c2=S)s1
3,2,152,2.9,-2,-2.3,-2,-1,-11,nt,O=c1[nH][nH]cc1C=Nc1ccccc1Cl
-1,-1,100,-0.6,-9,-1.9,5,-7,-9,-4,O=C(Nc1cccc(NC(=O)c2cccc(F)c2)n1)c1cccc(F)c1
4,-3,108,0.0,4,0.8,-3,1,0,-3,COc1cc(Cl)c(C)cc1NC(=O)CSc1nnc(CCC(=O)O)c(=O)[nH]1
2,0,103,1.3,-3,0.4,-1,-4,-2,5,CCOc1ccc(/C=N/n2c(C3CCCCC3)n[nH]c2=S)cc1

Other entries:
V-ATPase pHluor,NSD2 inh,DSG3 Ab inh,C-LANA FP,Keap1-Nrf2 PPI,CAL PDZ FP-1,CAL PDZ FP-2,DAGLB inh,RTF Ca sens inh,Arr AP2 block,mol
-3,nt,90,0.1,0,-1.7,-6,2,-2,-8,c1ccc2cc3[nH]c(CN4CCCCC4)nc3cc2c1
-4,-1,108,-1.8,2,0.9,nt,-7,-5,8,O=C(N/N=C/c1cccnc1)C(=O)N1CCCCCC1
5,-5,106,-1.5,-5,0.2,nt,0,-10,-20,O=C(CCC(=O)Nc1ccccc1Cl)NNC(=O)c1ccccc1[N+](=O)[O-]
1,0,98,2.5,2,-1.1,-21,0,-2,7,Cn1nc(CC(=O)NC2CCCCC2)c2ccccc2c1=O
0,-2,105,-0.1,4,-0.3,0,-2,-4,12,CCOc1ccc(N(CC(=O)Nc2ccc(C)c(Cl)c2)S(C)(=O)=O)cc1
-3,-4,118,-3.0,0,-1.2,-2,-16,-9,12,O=C(CCCc1ccccc1)c1ccc2c(c1)OCCO2
-1,-2,101,-0.6,-1,-1.4,-5,1,3,-1,O=C(CSc1ncnc2c1cnn2-c1ccccc1Cl)N1CCN(C(=O)c2ccco2)CC1
-4,0,105,0.2,3,-1.5,nt,-2,7,1,O=[N+]([O-])c1cc(-c2n(-c3ccccn3)c3ccccc3[n+]2-c2ccccn2)ccc1Cl
3,0,97,0.3,0,-1.3,7,1,-22,4,Cn1c2ccccc2c2nnc(SCC(=O)NCc3ccoc3)nc21
0,-1,109,-2.9,-1,-0.3,0,-4,-3,-5,O=C(CCn1c(=O)oc2ccccc21)N1CCN(C(c2ccccc2)c2ccccc2)CC1

Next entries follow:
V-ATPase pHluor,NSD2 inh,DSG3 Ab inh,C-LANA FP,Keap1-Nrf2 PPI,CAL PDZ FP-1,CAL PDZ FP-2,DAGLB inh,RTF Ca sens inh,Arr AP2 block,mol
1,nt,112,-1.4,-5,-2.0,0,-3,-4,-5,COc1ccc(C2/C=C\CN(CC3CC3)CC(=O)N2Cc2ccc(F)cc2)cc1 (centres undefined)
-4,-4,107,-0.5,-4,-5.7,-2,-2,-6,6,COc1ccc(-c2cc3c(=O)n(CC(=O)NCCCN4CCC(Cc5ccccc5)CC4)ncn3n2)cc1
-2,-3,88,1.0,-4,-1.3,-1,0,-7,-5,CCCCOc1ccc(OC(=O)Nc2cc(Cl)ccc2OC)cc1
-1,5,92,-1.0,-1,-1.4,0,-1,0,27,OCC1(Cc2ccccc2)CCN(CCCC2CCCC2)CC1
-7,nt,103,5.1,-3,0.4,-3,-1,-2,3,COc1ccc(S(=O)(=O)N2CCOC2CNC(=O)C(=O)NCc2cccnc2)cc1C (centres undefined)
-8,nt,104,-0.4,-6,-2.2,-5,-2,-3,1,COc1cccc(-c2ccc3ncnc(N(C)Cc4ccco4)c3c2)c1
0,nt,106,2.3,-4,1.0,0,-4,-8,8,CCOC(=O)C1=CC[C@]2(C)c3c(c4ccccc4n3C)C(=O)C1N2C
-1,3,nt,0.2,-1,0.5,-4,-13,-4,6,Cc1ccc(C(=O)c2cc([N+](=O)[O-])ccc2N2CCCCC2)cc1
0,-5,99,nt,nt,nt,nt,3,nt,nt,COCCCn1c(SCC(=O)c2c(N)n(C3CC3)c(=O)[nH]c2=O)nnc1-c1ccccc1Cl
-2,-7,101,1.4,4,-0.7,-4,-2,1,-5,COC(=O)[C@@H](NC(=O)NC1CCCc2ccccc21)C(C)C (some centres undefined)

Continuation:
V-ATPase pHluor,NSD2 inh,DSG3 Ab inh,C-LANA FP,Keap1-Nrf2 PPI,CAL PDZ FP-1,CAL PDZ FP-2,DAGLB inh,RTF Ca sens inh,Arr AP2 block,mol
4,2,93,2.6,-5,0.8,-2,-1,-4,-6,CCOC(=O)c1ccc(N2C=C(C(=O)OC)C(c3cccc(O)c3)C(C(=O)OC)=C2)cc1
-1,nt,nt,-0.9,1,-1.1,-1,5,-1,-9,COc1cc2nncc(SC)c2cc1OC
-2,2,nt,1.9,-1,-0.4,-1,-3,0,7,O=C(c1ccc(Br)cc1)N1CCCC1
1,-10,94,0.3,-3,0.3,nt,0,0,-8,CCn1cc(C(=O)NCCc2ccccc2)c(=O)c2cc(S(=O)(=O)N3CCCC3)ccc21
4,-2,101,-0.3,1,-2.2,nt,-2,-13,0,CC(C)NC(=O)c1nc2ccccc2s1
0,-2,103,0.6,2,0.1,nt,0,-7,3,Cc1sc2ncnc(OCC(=O)N3CCN(S(=O)(=O)c4ccccc4)CC3)c2c1C
2,-1,99,-0.9,-5,-1.6,-8,-1,-4,-2,O=C(NCC(c1cccs1)N1CCOCC1)c1cc(-c2ccccn2)nc2ccccc12 (centres undefined)
0,-2,100,1.2,-4,-0.6,-2,0,3,4,CCCCOC(=O)Nc1ccc(OC)cc1S(=O)(=O)N1CCOCC1
3,nt,82,1.3,-5,-1.5,nt,-6,-14,2,CSc1ccccc1NC(=O)c1cnc2n(c1=O)CCS2
5,-1,108,-1.4,2,nt,-5,3,-14,-8,O=C(O)CCCN1C(=O)NC2NC(=O)NC21 (centres undefined)

Other structures:
V-ATPase pHluor,NSD2 inh,DSG3 Ab inh,C-LANA FP,Keap1-Nrf2 PPI,CAL PDZ FP-1,CAL PDZ FP-2,DAGLB inh,RTF Ca sens inh,Arr AP2 block,mol
2,-1,nt,-0.4,0,0.4,3,1,-4,-3,O=C(CCNC(=O)c1ccc(Br)cc1)Nc1ccc(S(=O)(=O)N2CCOCC2)cc1
0,7,nt,5.7,-3,nt,-5,3,-5,14,Cc1ccc(NS(=O)(=O)c2cn(C)cn2)cc1
-1,0,104,-1.0,1,-0.9,-6,-2,0,17,COCCNC(=O)Cn1cnc2sc(C)c(S(=O)(=O)N3CCN(c4ccccc4OC)CC3)c2c1=O
0,nt,nt,0.0,-6,0.3,nt,1,5,-4,O=C(COc1ccc(C(=S)N2CCOCC2)cc1)N1CCCC1
0,0,92,-1.2,5,-0.1,-4,-2,-2,3,COc1ccc(CNC(=O)CN2CCC(n3nnc4cc(F)ccc43)CC2)cc1

Whole records, quoted from the list:
CCCCOc1ccc(OC(=O)Nc2cc(Cl)ccc2OC)cc1 as listed: V-ATPase pHluor = -2; NSD2 inh = -3; DSG3 Ab inh = 88; C-LANA FP = 1.0; Keap1-Nrf2 PPI = -4; CAL PDZ FP-1 = -1.3; CAL PDZ FP-2 = -1; DAGLB inh = 0; RTF Ca sens inh = -7; Arr AP2 block = -5
Cc1sc2ncnc(OCC(=O)N3CCN(S(=O)(=O)c4ccccc4)CC3)c2c1C as listed: V-ATPase pHluor = 0; NSD2 inh = -2; DSG3 Ab inh = 103; C-LANA FP = 0.6; Keap1-Nrf2 PPI = 2; CAL PDZ FP-1 = 0.1; CAL PDZ FP-2 = nt; DAGLB inh = 0; RTF Ca sens inh = -7; Arr AP2 block = 3

Compound activity: PubChem, several laboratories
